MITF TRPM1 inh = MITF TRPM1 promoter inhibition in SK-MEL-5 cells. SK-MEL-5 TRPM1 promoter luciferase, 24 h. inhibition, % at 12.5 µM. actives 0.83% (n = 330,000). AID 488899;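 active = mean inhibition across replicates of 60% or more, whatever share of single replicates reaches that level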; note: values of inactives mirror those of a sister screen read the other way
aDG glyco up = alpha-DG glycosylation activation; Pro5-aDG cells, alpha-DG glycosylation AlphaScreen (IIH6); 0% Pro5, 100% B10-LARGE cell signal; activation, % at 10 µM; actives 0.22% (n = 360,000); AID 624168;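 active = activation of at least 8% versus controls, or a plate z-score of at least 8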;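 note: Pro5 are CHO cells carrying HIG-tagged alpha-DG that lacks glycosylation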
CaV13 FRET inh = Disruptors of the CACNA1D IQ motif to Ca2+-dependent inactivation inhibitor domain association, primary screening, Förster resonance energy transfer in intact living …; HEK cells, CFP/YFP FRET ICDI-IQ, plate reader, 10 min; percent FRET-ratio fall versus neutral wells; inhibition, % at 12.3 µM; actives 0.098% (n = 340,000); AID 743397;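 active = mean replicate inhibition of at least 30% and at least 1% of replicates passing that level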;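 note: 0% = median of the neutral control wells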
NR2E3 ag-1 = agonists of human nuclear receptor NR2E3; Q9Y5X4; GST-NR2E3/biotin-RetCOR TR-FRET, 1536-well; inhibition of corepressor binding, % at 4.78 µM; actives 0.12% (n = 320,000); AID 2300;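 active = percent inhibition above the cutoff of mean plus 3 SD of all tested compounds, set per screening campaign, cut at about 20% in these data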;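 note: 0% = DMSO wells and 100% = biotin wells as full block of FRET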
Target sequence (Q9Y5X4 whole entry, looked up): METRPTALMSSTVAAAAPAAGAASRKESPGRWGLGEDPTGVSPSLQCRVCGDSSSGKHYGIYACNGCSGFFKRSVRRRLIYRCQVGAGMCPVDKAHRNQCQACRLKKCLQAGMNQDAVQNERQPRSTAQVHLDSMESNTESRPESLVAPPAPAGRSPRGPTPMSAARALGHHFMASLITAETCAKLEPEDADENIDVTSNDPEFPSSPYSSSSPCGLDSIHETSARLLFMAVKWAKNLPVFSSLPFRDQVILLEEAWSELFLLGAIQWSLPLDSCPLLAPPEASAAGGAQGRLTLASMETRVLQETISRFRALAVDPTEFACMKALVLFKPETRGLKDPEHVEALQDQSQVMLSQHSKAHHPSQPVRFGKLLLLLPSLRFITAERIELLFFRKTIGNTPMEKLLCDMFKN
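System: GST-tagged NR2E3 plus biotinylated RetCOR corepressor; Buffer or medium: pH 7.5 Tris-based buffer; Probe or stimulus: RetCOR corepressor, biotinylated, 7 nM; Doses: compound at 4.8 µM, single dose; Schedule: 5 h incubation at 4 °C; Technique: time-resolved FRET; Evaluation: percent inhibition of TR-FRET ratio; Replication: one well per compound, singlicate testing.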
HIF-2a block = inhibitors of HIF-2a. AID 624352. actives 0.72% (n = 360,000). 786-0 RCC cells HIF-2a reporter, luciferase luminescence, overnight. inhibition, % at 18.8 µM;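 active = inhibition of the luminescence signal of 40% or more relative to plate controls, in a single-dose primary screen at 18.75 µM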
Vif inh = inhibitors of HIV Vif; HEK293T cells, Vif self-association by quenched fluorescence, imaging, 24 h; inhibition, % at 7.49 µM; actives 0.35% (n = 340,000); AID 602346; in the data active = inhibition above about 50%, passing the limit was not always enough; note: some results filed as inactive read as strong as hits
Granule exo inh = blocks lytic granule exocytosis; actives 0.66% (n = 360,000); AID 651702; TALL-104 LAMP-1 surface exposure, flow cytometry; cells stimulated with thapsigargin and PMA; inhibition, % at 10 µM;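 active = inhibition above about 55%, limit read from the data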
PDI inh = blocks human protein disulfide isomerase activity | P07237 | PDI insulin aggregation turbidity, A650, 90 min | inhibition, % at 10 µM | actives 0.052% (n = 350,000);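 active = mean inhibition across replicates of 30% or more, whatever share of single replicates reach that level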;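 note: absorbance from insulin aggregation driven by PDI reduction with DTT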
Target sequence (P07237 whole entry, looked up): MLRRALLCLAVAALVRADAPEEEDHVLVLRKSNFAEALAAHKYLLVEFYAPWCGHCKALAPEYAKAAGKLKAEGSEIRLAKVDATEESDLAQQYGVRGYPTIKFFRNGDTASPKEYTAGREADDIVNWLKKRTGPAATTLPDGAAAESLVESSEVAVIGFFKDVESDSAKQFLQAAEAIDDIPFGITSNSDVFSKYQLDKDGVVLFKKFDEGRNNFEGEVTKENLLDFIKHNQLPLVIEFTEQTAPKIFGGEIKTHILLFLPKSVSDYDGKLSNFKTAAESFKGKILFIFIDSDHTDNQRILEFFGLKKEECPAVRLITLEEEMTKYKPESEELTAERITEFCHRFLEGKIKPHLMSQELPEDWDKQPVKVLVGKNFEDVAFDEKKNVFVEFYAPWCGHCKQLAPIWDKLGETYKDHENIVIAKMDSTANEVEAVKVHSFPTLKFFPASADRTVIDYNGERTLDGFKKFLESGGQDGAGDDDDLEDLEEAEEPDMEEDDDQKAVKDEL
NR2E3 ag-2 = activates human NR2E3 receptor. Q9Y5X4. CHO-S Gal4-NCOR/VP16-NR2E3 two-hybrid, luciferase. inhibition of corepressor binding, % at 3.98 µM. actives 0.35% (n = 360,000). AID 602229;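 active = inhibition above the mean of all tested compounds plus 3 SD, cut at about 70% in these data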;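 note: 0% = DMSO with NR2E3 transfected cells and 100% = cells lacking NR2E3 construct; higher means lower luciferase signal from less NR2E3 corepressor binding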
hiPSC survival = hiPSC single-cell survival enhancement; ATPlite luminescence; 100% = ROCK inhibitor wells, 0% = DMSO; survival enhancement, % at 20 µM; actives 0.044% (n = 360,000); in the data active = survival enhancement above about 18%;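 note: cells exposed to compounds for 16 hours before the ATP read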
Peg3 promoter = reduces Peg3 promoter-driven luciferase expression in HeLa; inhibition, % at 20 µM; AID 588405; HeLa PEG-Prom luciferase reporter, luminescence, overnight; actives 1.7% (n = 360,000);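 active = inhibition of at least 50% at 20 µM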
The depositor's hits bear a star; nt = no result given.

Structure	Vif inh	CaV13 FRET inh	NR2E3 ag-1	aDG glyco up	MITF TRPM1 inh	Peg3 promoter	Granule exo inh	HIF-2a block	hiPSC survival	NR2E3 ag-2	PDI inh
Cc1ccc(-n2c(SCC(N)=O)nc(O)cc2=O)cc1	-2	-18	0	0.0	3	5	-2	15	-0.2	-12	-7
Nc1ccc(S(=O)(=O)Nc2ccc(Cl)nn2)cc1	2	-3	3	-0.1	10	11	-5	11	1.4	0	0
CC(=O)Nc1ccc(OCC(O)CN2CCN(c3ccc(Cl)cc3)CC2)cc1 (configuration not stated)	-13	0	-2	0.0	4	8	-2	10	-2.3	13	-6
CC1CCCCN1Cc1nc2c(c(=O)n(C)c(=O)n2C)n1CCc1ccccc1 (configuration not stated)	-3	-2	-2	0.3	-3	15	-2	9	-1.6	-19	-3
Cc1nc(Nc2nc3c(c(=O)[nH]2)CCC3)nc2ccccc12	-4	nt	6	-0.2	15	86*	0	-82	1.1	-3	3
COc1cccc(NC(=O)C(=O)NCCC2CCCCN2S(=O)(=O)c2cccs2)c1 (configuration not stated)	-2	-6	0	-0.1	-94	-176	9	-202	-0.3	-59	3
COc1ccccc1CNC(=O)CCN1C(=O)COc2ccc(C)cc21	1	-4	0	0.1	-12	-7	-2	10	3.4	-18	-1
Cc1ccc(-c2noc(CCC(=O)NC3CCCc4ccccc43)n2)cc1 (configuration not stated)	7	nt	-3	-0.1	8	11	2	13	3.5	-11	-8
Cc1ccc(C(=O)NCc2ccco2)c(C)c1	2	-4	nt	0.0	-2	-30	0	-49	-0.6	-9	-4
CCOC(=O)Cc1nnc(NC(=O)CSc2nc3ccccc3[nH]2)s1	-7	11	6	-0.2	6	10	-4	17	-0.1	-15	5
COc1cccc(/C=C/C(=C2\C(=O)N(c3ccccc3)N=C2C)c2ccc(Br)cc2)c1OC	-14	nt	nt	-0.6	-11	8	2	14	1.1	29	0
O=S(=O)(NCc1ccncc1)c1ccc(Br)s1	-12	-7	1	8.9*	20	20	-11	21	0.3	103*	0
CCN(CC(=O)N(CC(C)C)c1c(N)n(CC(C)C)c(=O)[nH]c1=O)Cc1nc2ccccc2c(=O)[nH]1	-1	-1	4	-0.1	-4	7	-2	10	-0.6	-18	3
Cc1ccc(C(C)C)c(OCCCN(C)Cc2ccccc2)c1	1	-5	-1	0.1	-6	15	0	12	-2.0	-10	-9
CC(C)Oc1nnnn1-c1ccccc1	-1	nt	0	0.5	-4	6	11	6	-1.4	0	2
Cc1ccc(Nc2nc(N)nc(CSc3nnc(C)s3)n2)cc1	0	1	3	0.0	-74	-179	-1	-204	-0.5	-62	-5
O=C(O)c1ccc2c(=O)n(-c3ccccc3F)c(=S)[nH]c2c1	-1	-5	-3	-0.1	8	5	-2	-4	-0.1	-15	4
CCOC(=O)C1(CCOc2ccccc2)CCN(Cc2cnc(SC)nc2)CC1	-26	-6	-1	1.6	13	20	1	17	-0.1	-1	-7
CN1CCN(S(=O)(=O)c2csc(C(N)=O)c2)CC1	3	-4	-3	0.0	-2	2	0	10	-0.5	23	5
O=C(CCc1nnc2ccc(NCc3ccccc3Cl)nn12)NCC1CCN(C2CCCC2)C1 (configuration not stated)	-9	-4	-2	-0.4	3	-5	-2	-1	0.8	-30	5
CC1CCN(S(=O)(=O)c2cnc(Cl)c(Br)c2)CC1	nt	-4	-4	0.2	11	6	-3	7	-1.1	-7	9
CC1CCN(S(=O)(=O)c2cc3c4c(c2)C(C)C(=O)N4CCC3)CC1 (configuration not stated)	0	-16	-3	0.0	0	-16	-5	-6	-0.1	-2	-8
Cn1c2ccccc2c2cnn(CC(=O)Nc3cccc(F)c3)c(=O)c21	1	-2	-1	0.0	12	12	0	18	0.4	13	-1
Cc1cc(C)cc(Nc2ccc(C(=O)O)cc2N)c1	-4	-6	-1	-0.1	-6	-36	-2	-38	-0.3	-14	2
CCN(CC)S(=O)(=O)c1ccc(C)c(NC(=O)COC(=O)[C@@H]2CCCN2C(=O)c2cccs2)c1	-5	8	-4	-0.2	-3	0	-2	13	1.4	-4	-2
CCOC(=O)N1CCN(C(=O)CCc2cc(OC)c(OC)c(OC)c2)CC1	28	-2	nt	0.0	-9	5	0	14	1.4	-9	1
CCCCN(C(=O)CCCc1nc2ccccc2s1)c1c(N)n(CCCC)c(=O)[nH]c1=O	-3	-3	-4	0.0	1	17	2	15	1.1	-3	-1
Fc1ccccc1CSc1nnnn1-c1ccc2c(c1)OCO2	5	0	3	-0.1	-9	-68	0	-150	-1.5	-31	4
O=C(NC1=NCCS1)c1cc(-c2ccc(-c3ccccc3)cc2)nc2ccccc12	1	-13	-2	-0.6	-59	-177	-1	-226	-1.7	-93	-2
COc1ccc(-c2nnc(SCC(=O)N3CCOCC3)o2)cc1OC	33	-2	0	0.0	-1	-4	-5	-23	-0.8	8	nt
COc1ccc(NC(=O)COC(=O)c2c(NC(C)=O)sc(C)c2C)cc1	-3	-6	nt	0.3	nt	4	15	-9	3.2	25	-2
O=C(Nc1nc2ccccc2s1)C1=NN(c2ccccc2)C(=O)CC1	-3	-10	5	-0.4	2	-73	0	-98	-3.0	-37	3
COc1ccc(C(CC(=O)c2ccccc2)C2CCCCC2=O)cc1 (configuration not stated)	-7	-6	3	0.1	4	3	-3	13	-1.0	-25	-3
CCOc1cccc(C(=O)N/N=C/c2coc3ccccc3c2=O)c1	-5	-6	3	0.2	7	-10	3	14	-0.4	-19	-4
CC1(C(=O)NS(=O)(=O)c2ccccc2)CCN1C(=O)C1CCCCC1 (configuration not stated)	1	-11	nt	0.0	nt	0	10	6	-0.4	-24	0
COc1ccc(NC(=O)COC(=O)c2ccc(NS(=O)(=O)/C=C/c3ccccc3)cc2)cc1	nt	-4	-1	-0.2	8	11	6	11	2.9	-13	2
Cc1cc(C)n2nc(C(=O)N3CCCC(Nc4ccc(F)c(F)c4)C3)cc2n1 (configuration not stated)	-5	-10	1	-0.1	-17	10	-2	18	0.1	-2	4
Cc1cccc(NC(=O)c2cc(NC(=O)c3ccco3)ccc2N2CCCCC2)c1	-15	-9	3	0.0	5	9	0	4	-0.8	-5	1
Cc1cccc(NC(=O)Nc2ccccc2[N+](=O)[O-])n1	-19	-4	2	0.0	2	-36	-10	-82	0.3	-58	-1
C/C(N)=C(/C#N)C(=O)COC(=O)c1ccc(C)c(S(=O)(=O)N2CCCCC2)c1	-4	-5	1	-0.4	-1	23	1	19	2.2	6	5
CC1(C)CC(NC(=O)C(=O)NCCc2ccc(Cl)cc2)CC(C)(C)N1	1	8	5	-0.2	-1	11	1	14	-0.5	-10	1
O=C(NC1CCCCC1)c1cc2c(cc1Cl)N1CCCCCC1=NS2(=O)=O	0	-6	nt	-0.2	-10	13	4	13	0.7	2	-4
C=CCSc1nc(C)cc2c1C(=O)OC2	0	-4	-1	-0.1	-8	7	11	4	-0.2	-16	-1
CC(C)CC(=O)Nc1nnc(SCC(=O)NC2CCCCC2)s1	5	nt	2	-0.1	-4	3	0	14	-0.3	-32	0
Cc1cccc(NC(=O)c2ccc(C)c(S(=O)(=O)N3CCOCC3)c2)n1	-13	-7	nt	0.0	-4	-46	2	-35	-0.5	-11	16
O=C(c1cccnc1)N1CCN(S(=O)(=O)c2cccc(Cl)c2)CC1	-10	nt	nt	-0.3	-1	12	0	9	0.8	2	8
O=C(NCCc1ccccn1)c1ccc(NS(=O)(=O)c2ccc(F)cc2)cc1	34	-1	-3	-0.2	-1	-6	-2	11	-0.6	12	0
COc1ccccc1NC(=O)CSc1nnc(-c2ccco2)n1N	15	-13	-1	0.2	2	4	-2	6	-0.3	3	-4

As a working copy, six of the compounds above:
Structure	Vif inh	CaV13 FRET inh	NR2E3 ag-1	aDG glyco up	MITF TRPM1 inh	Peg3 promoter	Granule exo inh	HIF-2a block	hiPSC survival	NR2E3 ag-2	PDI inh
Fc1ccccc1CSc1nnnn1-c1ccc2c(c1)OCO2	5	0	3	-0.1	-9	-68	0	-150	-1.5	-31	4
O=C(NC1=NCCS1)c1cc(-c2ccc(-c3ccccc3)cc2)nc2ccccc12	1	-13	-2	-0.6	-59	-177	-1	-226	-1.7	-93	-2
COc1ccc(-c2nnc(SCC(=O)N3CCOCC3)o2)cc1OC	33	-2	0	0.0	-1	-4	-5	-23	-0.8	8	nt
COc1ccc(NC(=O)COC(=O)c2c(NC(C)=O)sc(C)c2C)cc1	-3	-6	nt	0.3	nt	4	15	-9	3.2	25	-2
O=C(Nc1nc2ccccc2s1)C1=NN(c2ccccc2)C(=O)CC1	-3	-10	5	-0.4	2	-73	0	-98	-3.0	-37	3
COc1ccc(C(CC(=O)c2ccccc2)C2CCCCC2=O)cc1 (configuration not stated)	-7	-6	3	0.1	4	3	-3	13	-1.0	-25	-3

Some entries already given, limited to aDG glyco up.
| canonical_smiles | aDG glyco up |
| --- | --- |
| O=C(NC1CCCCC1)c1cc2c(cc1Cl)N1CCCCCC1=NS2(=O)=O | -0.2 |
| C=CCSc1nc(C)cc2c1C(=O)OC2 | -0.1 |

Entries listed so far that bear a hit mark in Peg3 promoter.
structure | Vif inh | CaV13 FRET inh | NR2E3 ag-1 | aDG glyco up | MITF TRPM1 inh | Peg3 promoter | Granule exo inh | HIF-2a block | NR2E3 ag-2 | PDI inh
Cc1nc(Nc2nc3c(c(=O)[nH]2)CCC3)nc2ccccc12 | -4 | nt | 6 | -0.2 | 15 | 86* | 0 | -82 | -3 | 3

3 compounds already listed, sorted by their value in NR2E3 ag-2, ascending.
molecule | NR2E3 ag-2
COc1ccc(NC(=O)COC(=O)c2ccc(NS(=O)(=O)/C=C/c3ccccc3)cc2)cc1 | -13
O=C(NCCc1ccccn1)c1ccc(NS(=O)(=O)c2ccc(F)cc2)cc1 | 12
COc1ccc(NC(=O)COC(=O)c2c(NC(C)=O)sc(C)c2C)cc1 | 25

The order is random; 3.5% or so of the library scored in one or more.
